Bioassay records (PubChem)
BLM inh = Bloom syndrome helicase (human) inhibition. P54132. recombinant BLM DNA unwinding, fluorescence dequenching. AID 2528. Potency, µM (doses to about 56.1 µM), without a hit: at the top dose activity change, negative = inhibition, actives largely listed as inhibitors. actives 0.2% (n = 350,000);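 note: plate controls were vehicle for no effect and no enzyme for full effect; nearly all actives have a fitted effect of over 35% in size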
Target sequence (P54132 whole entry, looked up): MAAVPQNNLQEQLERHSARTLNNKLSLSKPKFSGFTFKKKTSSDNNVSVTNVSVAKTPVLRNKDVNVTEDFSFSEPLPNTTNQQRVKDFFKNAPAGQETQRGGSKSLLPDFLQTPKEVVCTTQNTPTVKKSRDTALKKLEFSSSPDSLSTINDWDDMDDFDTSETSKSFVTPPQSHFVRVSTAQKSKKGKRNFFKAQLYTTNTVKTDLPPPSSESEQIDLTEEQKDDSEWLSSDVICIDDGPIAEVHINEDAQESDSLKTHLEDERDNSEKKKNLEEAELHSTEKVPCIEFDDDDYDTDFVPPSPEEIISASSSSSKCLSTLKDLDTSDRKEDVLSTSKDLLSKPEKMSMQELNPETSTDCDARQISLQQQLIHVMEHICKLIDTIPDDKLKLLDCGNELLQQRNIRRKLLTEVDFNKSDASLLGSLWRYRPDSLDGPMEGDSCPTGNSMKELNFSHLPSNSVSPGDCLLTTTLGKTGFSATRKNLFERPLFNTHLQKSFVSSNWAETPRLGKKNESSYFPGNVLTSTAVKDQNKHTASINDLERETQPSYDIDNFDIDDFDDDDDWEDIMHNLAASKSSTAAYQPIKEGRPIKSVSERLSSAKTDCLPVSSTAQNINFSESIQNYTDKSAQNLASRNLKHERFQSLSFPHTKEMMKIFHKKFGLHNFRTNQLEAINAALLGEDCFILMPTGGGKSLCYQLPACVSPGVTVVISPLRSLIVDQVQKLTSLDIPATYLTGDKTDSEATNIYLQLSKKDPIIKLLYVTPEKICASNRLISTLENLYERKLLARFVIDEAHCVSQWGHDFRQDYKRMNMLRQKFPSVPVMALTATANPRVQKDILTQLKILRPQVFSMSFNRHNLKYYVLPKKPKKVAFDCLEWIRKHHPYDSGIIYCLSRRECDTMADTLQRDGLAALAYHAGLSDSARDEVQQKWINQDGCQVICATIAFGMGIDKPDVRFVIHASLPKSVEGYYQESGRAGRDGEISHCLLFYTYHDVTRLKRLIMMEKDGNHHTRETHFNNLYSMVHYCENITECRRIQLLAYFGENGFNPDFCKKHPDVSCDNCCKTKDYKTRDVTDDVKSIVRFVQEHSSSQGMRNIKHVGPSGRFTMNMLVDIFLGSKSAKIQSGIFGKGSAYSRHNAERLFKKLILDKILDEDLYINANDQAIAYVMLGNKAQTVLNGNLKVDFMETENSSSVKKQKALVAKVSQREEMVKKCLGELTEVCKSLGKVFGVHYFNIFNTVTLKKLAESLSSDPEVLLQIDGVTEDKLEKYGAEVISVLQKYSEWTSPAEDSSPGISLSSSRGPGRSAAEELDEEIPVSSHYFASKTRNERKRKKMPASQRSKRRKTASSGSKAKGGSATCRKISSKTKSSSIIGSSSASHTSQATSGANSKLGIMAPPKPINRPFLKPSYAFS
Pol iota inh = blocks human DNA polymerase iota activity | Q9UNA4 | Pol iota fluorescent replication assay, 10 min | Potency, µM (series often up to 115 µM), for inactives: at the highest dose activity, negative = inhibition, usual class: inhibitors | actives 1% (n = 390,000)
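Fluorescent replication assay read twice, at 0 min and 10 min after adding 50 nM (final) substrate. Enzyme (10 nM) and compounds were first incubated 15 min at room temperature; enzyme-free buffer wells were negative controls.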
GLS inhibitor = blocks human kidney-isoform glutaminase activity; GLS enzymatic activity, qHTS titration; Potency, µM (series often up to 45.5 µM), inactives show top-dose activity change, negative = inhibition, actives largely listed as inhibitors; O94925; actives 0.21% (n = 410,000); note: % is set by controls: 0 for no effect and ±100 for the full control effect
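hKGA; 45 mM KH2PO4 pH 8.2 + 0.02% Tween-20; cpd via pin tool; 1 mM Gln soln; GluOx/HRP/Amplex Red; RT 30 min; fluor. t0 & final.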
G9a block = inhibitors of human histone lysine methyltransferase G9a; Q96KQ7; G9a H3K9 monomethylation, AlphaScreen, 2 h; Potency, µM (titrated, usually from 102 µM), inactives show at the top dose activity, negative = inhibition, actives largely listed as inhibitors; actives 8.8% (n = 350,000); AID 504332; note: % is set by controls: 0 for no effect and ±100 for the full control effect; nearly all actives have a fitted effect of over 75% in size
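Step 1: enzyme (final 20 nM) with compound, 15 min RT. Step 2: substrate peptide 500 nM and SAM 20 uM, 2 h RT. Step 3: anti-H3K9me1 antibody and AlphaScreen beads, 10 min, then plate read.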
Pin1 inhibitor = blocks the human prolyl isomerase Pin1; Potency, µM (top dose mostly 115 µM), for inactives: at the top dose activity, negative = inhibition, most hits filed as inhibitors; AID 504891; actives 0.009% (n = 390,000); Pin1 FP peptide displacement, HiFluor488, 10 min; active = well fitted inhibition curve with a large enough effect in the polarisation, with a control signal flat, not every such curve was filed as active; inconclusive = small, poorly fitted or top-dose-only effect, or effect the other way, or a change in a side signal; inactive = no such curve, though single readings can be large or run the other way; the % refers to the polarisation; note: % is set by controls: 0 for no effect and ±100 for the full control effect
BAZ2B block = BAZ2B (human) inhibition. Q9UIF8. AlphaScreen BAZ2B-H3K14Ac peptide displacement. Potency, µM (doses to about 114 µM), for inactives: top-dose activity change, negative = inhibition, usual class: inhibitors. actives 4.4% (n = 360,000). AID 504333; note: % is set by controls: 0 for no effect and ±100 for the full control effect; nearly all actives have a fitted effect of over 60% in size
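Compounds, titrated to a top concentration of 110 uM, were incubated 30 min at room temperature with preformed BAZ2B/acetyl-K14 H3 peptide complex (50 nM each). Proximity signal was measured by AlphaScreen after 20 min with beads.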
Tb PGK inh = inhibitors of T. brucei phosphoglycerate kinase; P07378; PGK/GAPDH coupled, Kinase-Glo luminescence, 60 min; Potency, µM (top dose mostly 57.5 µM), for the others: top-dose activity change, negative = inhibition, most hits filed as inhibitors; actives 0.043% (n = 380,000); note: % is set by controls: 0 for no effect and ±100 for the full control effect; nearly all actives have a fitted effect of over 60% in size
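Recombinant glycosomal PGK reaction used 1,3-bisphosphoglycerate generated in-well by GAPDH (100nM final) in 100mM TEA pH 7.6, 5mM MgCl2, 0.01% Tween-20. After 60 minutes at room temperature, ATP was read by Kinase-Glo Plus luminescence end-point.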
HP1b binding inh = inhibitors of HP1-beta chromodomain binding to methylated histone tails. AID 540317. P83916. AlphaScreen HP1-beta / biotin-H3K9me3 peptide binding. Potency, µM (titrated, usually from 114 µM), inactives show top-dose activity change, negative = inhibition, hits mostly inhibitors. actives 0.56% (n = 390,000); note: nearly all actives have a fitted effect of over 70% in size; inactives centre near 23
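HP1-beta protein (50 nM final) preincubated 30 min at room temperature with biotinylated H3(1-18)K9me3 peptide (50 nM) in PBS pH 7.4, 0.01% Tween-20, then compound added for 30 min. AlphaScreen streptavidin donor/nickel chelate acceptor beads (10 ug/mL final), 30 min dark, luminescence read.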
JMJD2A Tudor = inhibitors of human JMJD2A Tudor domain. O75164. actives 4.4% (n = 390,000). Potency, µM (top dose mostly 114 µM), without a hit: at the highest dose activity change, negative = inhibition, usual class: inhibitors. AlphaScreen JMJD2A-Tudor / H3K4me3 peptide binding; note: % is set by controls: 0 for no effect and ±100 for the full control effect; nearly all actives have a fitted effect of over 50% in size
* = called active by the depositor; i = inactive; ? = inconclusive; . = not tested or not shown; [ ] = another dose, or the depositor's remark. Unless noted, calls come from the whole dose curve; as a rule, active = well fitted curve in the direction sought with a large enough effect; inconclusive = small, poorly fitted or top-dose-only effect, or another doubt; inactive = no such curve, though single readings can be large; an effect the other way counts as inactive or inconclusive. Potency is the fitted concentration of half-maximal effect.

BLM inh	Pol iota inh	GLS inhibitor	G9a block	Pin1 inhibitor	compound	BAZ2B block	Tb PGK inh	HP1b binding inh	JMJD2A Tudor
.	21%	6%	.	45%[activator]	O=C1c2ccccc2-c2c1c1ccccc1c(=O)n2-c1ccccc1	.	-1%	2%	-19%
-1%	-5%	3%	-3%[59 µM]	-9%	COc1ccc(N(Cc2ccccc2)S(=O)(=O)c2cccc(C(=O)O)c2)cc1	-14%	0%	19%	-2%
-1%	19%	-5%	.	-9%	Cc1cc(CNC(=S)Nc2ccc(S(=O)(=O)Nc3ncccn3)cc2)nn1C	-2%	-1%	36%	-4%
-9%	-5%	0%	2%[59 µM]	2%	CCOc1ccc(Cl)cc1S(=O)(=O)N1CCN(c2ccc(F)cc2)CC1	6%	3%	12%	-24%
.	16%	-3%	5%[2.33 µM]	10%	O=C(c1ccccc1Cc1ccccc1)N1CCN(S(=O)(=O)c2ccccc2Br)CC1	3%	-2%	4%	-24%
-2%	28%	0%	47%[12.7 µM]	-11%	CCOc1ccc(N(CCC#N)S(=O)(=O)c2ccc(OC)cc2)cc1	5%	-3%	5%	-5%
-3%	-6%	0%	13%	-1%	Cc1ccc(NC(=O)C2CCCN2C(=O)NC2CCCCC2)cc1F (configuration not stated)	0%	-2%	16%	-12%
-20%	16µM*	-26%	22µM*	?	COc1ccc2[nH]c(=O)c(CN(C3CCCCC3)C(c3nnnn3Cc3ccco3)C(C)C)cc2c1 (configuration not stated)	-9%	-1%	?	?

Compound profiles (already shown). Values in the order: BLM inh	Pol iota inh	GLS inhibitor	G9a block	Pin1 inhibitor	BAZ2B block	Tb PGK inh	HP1b binding inh	JMJD2A Tudor
O=C(c1ccccc1Cc1ccccc1)N1CCN(S(=O)(=O)c2ccccc2Br)CC1 as listed: .	16%	-3%	5%[2.33 µM]	10%	3%	-2%	4%	-24%
Cc1ccc(NC(=O)C2CCCN2C(=O)NC2CCCCC2)cc1F (configuration not stated) as listed: -3%	-6%	0%	13%	-1%	0%	-2%	16%	-12%
CCOc1ccc(N(CCC#N)S(=O)(=O)c2ccc(OC)cc2)cc1 as listed: -2%	28%	0%	47%[12.7 µM]	-11%	5%	-3%	5%	-5%
CCOc1ccc(Cl)cc1S(=O)(=O)N1CCN(c2ccc(F)cc2)CC1 as listed: -9%	-5%	0%	2%[59 µM]	2%	6%	3%	12%	-24%

Next entries.
BLM inh	Pol iota inh	GLS inhibitor	G9a block	Pin1 inhibitor	compound	BAZ2B block	Tb PGK inh	HP1b binding inh	JMJD2A Tudor
-4%	21%	3%	-3%[59 µM]	7%	CC(C)c1ccc(S(=O)(=O)c2nnn3c2nc(N2CCCCC2)c2sccc23)cc1	-17%	4%	44%[activator]	-8%
-2%	-1%	-3%	?	2%	O=C(CCS(=O)(=O)c1cccc2nsnc12)N1CC(=O)N(CCc2ccccc2)C(=O)C1	7%	-2%	27%	-14%
0%	-16%	6%	40%[59 µM]	3%	Cc1ccc(C)c(N2CCN(C(=S)NC3CCCCC3)CC2)c1	5%	0%	18%	0%
.	-2%	9%	.	9%	COCCN(CC(=O)Nc1ccccc1C(F)(F)F)C(=O)/C=C/c1cc(Cl)c2c(c1)OCCO2	.	-9%	13%	-10%
-2%	-1%	-3%	.	-9%	Cc1cc(C(F)(F)F)nc(SCC(=O)Nc2nccs2)n1	7%	-7%	28%	-8%
0%	7%	2%	10%[59 µM]	-5%	COc1cc(OC)cc(-c2nnc(SCC(=O)N3CCCC3)o2)c1	7%	-6%	25%	-9%
.	55%[activator]	-5%	6%[2.33 µM]	-2%	Cn1c(N)c(C(=O)COC(=O)COc2ccc(Br)cc2)c(=O)n(C)c1=O	-7%	-15%	26%	-10%
-3%	33%[activator]	0%	29%[59 µM]	4%	CC(C)c1c(C(=O)N/N=C/c2cccnc2)nnn1-c1nonc1N	?	-4%	15%[57 µM]	-8%
-8%	-11%	11%	1%	?	Cc1nnc2sc(-c3ccc(N(C)C)cc3)nn2c1=O	-26%	.	41%[activator]	-20%
.	52%[activator]	4%	.	2%	Cn1c(SCc2ccccc2)nccc1=O	.	0%	26%	-8%
-3%	50%[activator]	-8%	4%	5%	COc1ccc([N+](=O)[O-])cc1NC(=O)Cc1noc2ccc(C)cc12	-1%	-6%	?	0%
0%	?	10%	?	5%	O=C(CSc1nc(O)c(Cc2ccccc2)c(=O)[nH]1)Nc1nc2c(s1)CCCC2	?	-1%	23%	-20%
-15%	15%	2%	-45%[59 µM]	5%	CCO[C@H]1OC(C(=O)Nc2ccccc2)=C[C@@H](c2csc3ccccc23)[C@@H]1CCCO	-22%	1%	24%	-21%
.	-15%	14%	.	-12%	O=S(=O)(Nc1cc(S(=O)(=O)N2CCOCC2)ccc1Cl)c1ccccc1	.	-6%	34%	-4%
.	34%[activator]	34%[activator]	5%[2.33 µM]	-4%	CC(C)n1cnnc1SCC(=O)Nc1ccc(N2CCCCC2)cc1	?	i	-3%	-31%
-13%	12%	17%	-34%[59 µM]	7%	Cc1ccc(C)c(NC(=S)N/N=C2/CCCCc3ccccc32)c1	?	-5%	?	-36%
-2%	-7%	11%	7%[2.33 µM]	6%	CC1CCN(c2ccc(NC(=S)NC(=O)c3ccc(-c4cccc([N+](=O)[O-])c4)o3)cc2)CC1	?	0%	?	?
5%	4%	13%	-2%[59 µM]	2%	CC(C)C(=O)Nc1cccc(-c2cn3ccccc3n2)c1	3%	4%	34%	4%[57.1 µM]
.	12%	1%	6.3µM*	-2%	CCN1CCN(c2ccc(S(=O)(=O)N3CCCCC3)cc2NC(=O)Cc2ccccc2)CC1	-8%	0%	-8%	?
-1%	144%[activator]	1%	?	0%	O=C(CSc1nnc(-c2cccnc2)n1Cc1ccco1)Nc1cccc(O)c1	-4%	4%	8%	-14%
1%	6%	-7%	?	3%	CC(=O)NC(c1ccc(F)cc1)c1cccnc1 (configuration not stated)	-5%	5%	11%	-13%
-1%	0%	-8%	-3%[59 µM]	2%	CCC(C)(C(=O)NC1CCCCC1)N(Cc1ccco1)C(=O)CC1NC(=O)NC1=O (configuration not stated)	-3%	-4%	13%	-12%
.	5%	7%	21%[12.7 µM]	-1%	Cc1cccc(NC(=O)Nc2ccc(S(=O)(=O)Nc3onc(C)c3C)cc2)c1	5%	-7%	22%	-10%
4%	41%[activator]	?	79µM*	6%	COc1cc(/C=C/CN2CCN(Cc3ccc(C)o3)C(CCO)C2)ccc1O (configuration not stated)	-24%	-1%	-14%	-20%
-4%	3.5µM*	22%	32µM*	?	O=[N+]([O-])c1c(Nc2ccc(O)cc2)cc(Cl)c2nonc12	?	4%	-16%	?
3%	53%[activator]	9%	-2%[59 µM]	-4%	O=C(NCCN1CCOCC1)/C(=C\c1ccc(Br)cc1)NC(=O)c1cccs1	3%	-2%	27%	-3%
-14%	85%[activator]	2%	25µM*	12%	CCSc1oc(-c2ccco2)nc1S(=O)(=O)c1ccc(C)cc1	-31%	7%	29%	-13%
-7%	15%	1%	-4%	-1%	O=C(NCc1ccccc1)Nc1cc(Cl)ccc1Cl	-3%	2%	16%	-1%
-2%	57%[activator]	4%	.	-1%	COc1ccc(Cc2noc(CN3CCCC(C(=O)c4cccs4)C3)n2)cc1OC (configuration not stated)	-4%	i	18%	-12%
-6%	1%	?	3%[0.0925 µM]	?	COc1ccc(-n2nc(C(=O)NCC(=O)Nc3ccccn3)c3ccccc3c2=O)cc1Cl	?	4%	83%[activator]	32µM*
.	-2%	-3%	.	5%	COc1ccc2nc(C3CCCCC3)c3c(c2c1)CCC3	.	-6%	96%[activator]	18%
-3%	21%	0%	-10%[59 µM]	0%	CC(C)CC(=O)N1CCC(O)(CS(=O)(=O)Cc2ccccc2Cl)CC1	-5%	-3%	28%	5%
0%	36%[activator]	24%	?	-2%	Cc1ccc(NCC(=O)N/N=C\c2ccc[nH]2)cc1	?	i	21%	-22%
.	-9%	0%	.	1%	O=C(CSc1n[nH]c(=O)n1C1CC1)Nc1ccc(Cl)cc1Cl	.	-8%	28%	5%
-12%	19%	1%	?	6%	COc1cc(/C=C/c2nc(C#N)c(N3CCC(C)CC3)o2)cc(OC)c1OC	?	i	1%	-14%
.	76%[activator]	1%	.	-2%	Cc1nccn1-c1c2c(c(C#N)c3nc4ccccc4n13)CCCC2	.	i	6%	-3%
.	110%[activator]	11%	.	-1%	CCCCCC1CC(=O)NC1(C(=O)OCC)C(=O)OCC (configuration not stated)	.	0%	20%	-10%
1%	9%	-8%	22%	-4%	O=C(Nc1cc2c(cc1Br)OCCO2)c1cccnc1	24%	-9%	34%	8%
-3%	12%	14%	5%[12.7 µM]	-10%	Cc1ccc(C(CC(=O)N2CCCC2)c2ccccc2)c(O)c1C (configuration not stated)	-17%	3%	10%	-9%
-5%	12%	1%	4%[12.7 µM]	?	CN(C)S(=O)(=O)Nc1ccccc1C(N)=O	10%	-2%	36%	-17%
0%	32%[activator]	-1%	-21%	-17%	CC(C)c1nc(SCC(=O)N2CCCCCC2)c2c(=O)n(C)c(=O)n(C)c2n1	-12%	?	35%	-2%
0%	45%[activator]	-1%	?	25%	O=C(COC(=O)COc1ccc(Cl)cc1)Nc1ccc(N2CCOCC2)cc1	-11%	1%	19%	-15%
-2%	66%[activator]	-5%	-5%	9%	CCN(CC)S(=O)(=O)c1ccc(/C=C/C(=O)Nc2c(C)n(C)n(-c3ccccc3)c2=O)cc1	-13%	-2%	12%	-7%

Only part of the results is shown (hit frequency here may not be typical).
